TRb-SRC2 inh – inhibitors of human thyroid hormone receptor beta-SRC2 interaction. Potency, µM (highest dose often 106 µM), for the others: at the highest dose activity change, negative = inhibition, actives largely listed as inhibitors. P10828. TRbeta-SRC2 peptide binding, fluorescence polarization; receptor liganded with 1 µM T3. actives 0.065% (n = 280,000);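 further: plate controls were bound peptide for no effect and peptide without receptor for full effect; nearly all actives have a fitted effect of over 50% in size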
Target sequence (P10828 whole entry, looked up): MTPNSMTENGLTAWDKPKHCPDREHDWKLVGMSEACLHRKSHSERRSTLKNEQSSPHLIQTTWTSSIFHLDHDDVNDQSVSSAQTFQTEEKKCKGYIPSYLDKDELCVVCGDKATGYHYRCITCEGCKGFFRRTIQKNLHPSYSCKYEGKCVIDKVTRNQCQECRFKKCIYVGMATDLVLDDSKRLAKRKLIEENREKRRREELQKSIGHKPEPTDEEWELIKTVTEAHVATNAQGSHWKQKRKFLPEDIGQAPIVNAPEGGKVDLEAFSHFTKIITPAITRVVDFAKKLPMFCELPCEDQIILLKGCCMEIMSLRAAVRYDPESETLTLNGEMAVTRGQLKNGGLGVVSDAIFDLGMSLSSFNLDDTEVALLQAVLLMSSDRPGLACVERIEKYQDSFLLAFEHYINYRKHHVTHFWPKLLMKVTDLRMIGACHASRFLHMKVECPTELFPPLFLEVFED
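A fluorescence polarization screen tested compounds at multiple concentrations against complex formation between 0.6 uM TRb ligand-binding domain and 20 nM Texas Red SRC2 peptide, with 1 uM T3 present; readout after 5 hr.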
Tau fibril FP – inhibitors of human tau fibril formation. actives 0.39% (n = 280,000). Potency, µM (highest dose often 57.7 µM), for inactives: top-dose activity, negative = inhibition, most hits filed as inhibitors. P10636. K18 P301L tau heparin fibrillization, Alexa594 FP, 6 h; further: nearly all actives have a fitted effect of over 55% in size
Target sequence (P10636 561-689 P618L limits assumed): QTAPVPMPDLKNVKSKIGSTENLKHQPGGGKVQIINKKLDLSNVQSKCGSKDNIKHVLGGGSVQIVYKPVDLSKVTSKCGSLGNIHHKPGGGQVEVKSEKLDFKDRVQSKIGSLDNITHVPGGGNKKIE
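Heparin (20 uM) drove fibril formation of recombinant tau K18 P301L, 15 uM unlabeled with 0.24 uM Alexa 594 label, for 6 hr at 37 C in 100 mM sodium acetate pH 7. Fluorescence polarization (555/632 nm) read 1 hr after 30 uM ThT.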
JMJD2E inh – JMJD2E (human) inhibition | B2RXH2 | Potency, µM (doses to about 57.1 µM), for inactives: at the top dose activity change, negative = inhibition, most hits filed as inhibitors | JMJD2E catalytic domain, FDH-coupled NADH fluorescence (FDH is formaldehyde dehydrogenase) | actives 1.6% (n = 230,000); active means well fitted inhibition curve with a large enough effect, not every such curve was filed as active; inconclusive means small, poorly fitted or top-dose-only effect, or another doubt; inactive means no such curve, though single readings can be large or run the other way;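 further: 0% = wells with enzyme and -100% = buffer wells without enzyme; nearly all actives have a fitted effect of over 50% in size; many of its hits are not listed in these tables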
Target sequence (B2RXH2 1-337 limits assumed): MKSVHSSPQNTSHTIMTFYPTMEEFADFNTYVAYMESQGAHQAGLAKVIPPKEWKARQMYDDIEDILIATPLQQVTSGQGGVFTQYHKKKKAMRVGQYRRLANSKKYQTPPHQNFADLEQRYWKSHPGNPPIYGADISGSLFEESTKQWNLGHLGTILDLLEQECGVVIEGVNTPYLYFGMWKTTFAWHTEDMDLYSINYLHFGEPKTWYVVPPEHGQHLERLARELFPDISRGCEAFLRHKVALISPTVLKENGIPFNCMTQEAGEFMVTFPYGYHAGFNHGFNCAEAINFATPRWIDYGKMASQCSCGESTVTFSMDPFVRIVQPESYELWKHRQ
Tau ThT inhib – inhibitors of human tau fibril formation, thioflavin T binding | actives 2.1% (n = 270,000) | P10636 | AID 1460 | recombinant tau K18 P301L (four-repeat tau fragment), heparin-induced fibrillization, ThT fluorescence | Potency, µM (series often up to 57.4 µM), without a hit: at the highest dose activity, negative = inhibition, actives largely listed as inhibitors; further: nearly all actives have a fitted effect of over 55% in size
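K18 P301L tau (15 uM + 0.24 uM Alexa 594-tagged), heparin 20 uM, NaOAc pH 7, 6 h 37 C; ThT 30 uM, 1 h RT, ex 450/em 510 nm.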
TexasRed fluor – Texas Red fluorescence interference in TRb-SRC2 counter-screen; TRb/SRC2 Texas Red total fluorescence interference; Potency, µM (top dose mostly 106 µM), inactives show top-dose fluorescence change, negative = quenching; actives 0.29% (n = 280,000); active means well fitted curve in either direction with a large enough effect; inconclusive means small, poorly fitted or top-dose-only effect
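Flags fluorescent or light-absorbing compounds by total fluorescence, S + 2P, at 555 nm excitation and 632 nm emission. Mixture: 20 nM Texas Red SRC2 peptide, 0.6 uM human TRb LBD, 1 uM T3, 5% DMSO; compound exposure 5 h at ambient temperature.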
L3MBTL1 inh – inhibitors of human L3MBTL1 | Potency, µM (doses to about 57.1 µM), for the others: top-dose activity, negative = inhibition, most hits filed as inhibitors | AlphaScreen L3MBTL1–H3K9me1 peptide binding | AID 485360 | actives 0.66% (n = 230,000); further: nearly all actives have a fitted effect of over 60% in size
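AlphaScreen proximity signal between nickel-chelate acceptor and streptavidin donor beads (final 10 ug/mL) reports binding of 50 nM L3MBTL1 to 75 nM biotin-H3 K9me1 peptide; complex incubated with compounds 30 min at room temperature; cefsulodin titration as control.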
RGS12 GoLoco inh – blocks human Gai1 binding to RGS12 GoLoco peptide, red readout | Gai1:RGS12 GoLoco peptide FP, rhodamine, 10 min | actives 0.44% (n = 230,000) | AID 880 | Potency, µM (top dose mostly 61.6 µM), for the others: top-dose activity, negative = inhibition, usual class: inhibitors | P63096; active means well fitted inhibition curve with a large enough effect, not every such curve was filed as active; inactive means no such curve, though single readings can be large or run the other way; further: nearly all actives have a fitted effect of over 30% in size; many of its hits are not listed in these tables
RECQ1 helicase – blocks DNA unwinding by human RECQ1. P46063. RECQ1 DNA unwinding, red fluorescence kinetic read. Potency, µM (top dose mostly 57.3 µM), inactives show at the highest dose activity, negative = inhibition, hits mostly inhibitors. actives 0.54% (n = 240,000). AID 2549;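 further: plate controls were vehicle for no effect and no enzyme for full effect; nearly all actives have a fitted effect of over 30% in size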
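50 nM RECQ1T1 preincubated 15 min with compound in Tris pH 8.0 buffer with MgCl2, DTT, Tween-20 and 2.5 ug/ml poly(dI-dC); started with 200 nM TAMRA/BHQ-2 forked duplex and 2 mM ATP. Unwinding read as fluorescence (525/598 nm), two reads 2 h apart.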
The depositor's hits bear a star; i = inactive; ? = inconclusive; . = no result given; & = joins results of further samples; [ ] = remark or other dose. Unless noted, the call rests on the fitted dose curve; in most records, active means well fitted curve in the direction sought with a large enough effect; inconclusive means small, poorly fitted or top-dose-only effect, or another doubt; inactive means no such curve, though single readings can be large; an effect the other way counts as inactive or inconclusive. Unless noted, on the % scale 0 is the no-effect control and ±100 the full control effect; potency means the concentration at half of the fitted maximal effect.

SMILES	TRb-SRC2 inh	Tau fibril FP	JMJD2E inh	Tau ThT inhib	TexasRed fluor	L3MBTL1 inh	RGS12 GoLoco inh	RECQ1 helicase
COc1ccc(C(=O)COC(=O)c2cc(S(=O)(=O)NCc3ccccc3)ccc2O)cc1	8%	-4%	44%[activator]	-12%	-1%	1%	3%	-4%
CS(=O)(=O)Nc1ccc(C(=O)NC2CCCCC2)cc1	3%	1%	-21%	5%	3%	2%	13%	-1%
CC(C)(C)N(Cc1ccccc1)C(=O)CSc1nc2ccccc2c(=O)[nH]1	-7%	13%	-6%	?	-2%	.	2%	12%
Cn1c(=O)oc2cc(S(=O)(=O)NCCN3CCc4ccccc4C3)ccc21	4%	0%	-2%	-2%	-4%	-2%	-2%	i
Cc1ccc(NC(=O)C2CCN(C(=O)c3cnn(-c4ccccc4)c3-n3cccc3)CC2)cc1Cl	1%	-9%	.	-4%	-1%	.	.	.
C=CCOc1ccc(CNc2nn[nH]n2)cc1	-6%	7%	3%	-2%	0%	8%	.	-8%
Cc1cccnc1NC(=O)c1ccc(S(=O)(=O)N2CC(C)OC(C)C2)cc1 (stereo unspecified)	2%	3%	14%	-3%	-5%	14%	7%	-2%
CC(C)NC(=O)C1CCN(C2CCN(C(=O)c3ccc4cccc(F)c4n3)CC2)CC1	11%	7%	-1%	-8%	-1%	-3%	9%	-6%
Cc1ccccc1NC(=O)c1ccc(F)c(S(=O)(=O)N2CCCCC2)c1	0%	-2%	-1%	-3%	0%	.	7%	4%
CCn1nc(CCC(=O)O)c2ccccc2c1=O	-3%	1%	-4%	-7%	-6%	12%	11%	-4%
COc1cccc(-n2c(SCC(N)=O)nc3c([nH]c4ccccc43)c2=O)c1	-7%	3%	?	-17%	-4%	.	4%	-2%
CC1(C)CC(=O)C2=C(C1)N(Cc1ccco1)C(=O)NC2(C(F)(F)F)C(F)(F)F	2%	-4%	8%	-8%	7%	.	1%	-5%
COC(=O)c1nc2n(n1)C(c1cc(OC)ccc1OC)C(C(=O)OC1CCCCC1)=C(C)N2 (stereo unspecified)	-4%	-12%	1%	?	1%	7%	20%	-14%
NC(=O)CSc1ncc2c(n1)-c1ccccc1N(Cc1ccc(Cl)cc1)S2(=O)=O	-3%	-9%	.	12%	-4%	.	.	.
CCC(=O)N1CCc2cc(CNC(=O)c3ccc(OC)cc3)ccc21	-11%	0%	.	-5%	?	.	.	.
CCS(=O)(=O)c1ccc2oc(Nc3ccc(OC)cc3)nc2c1	-4%	5%	5%	-6%	5%	.	-2%	-4%
O=C(NCC(c1cccnc1)N1CCN(c2ccc(F)cc2)CC1)c1ccc2c(c1)OCO2 (stereo unspecified)	-8%	-1%	5%	-18%	-3%	.	0%	-10%
c1ccc(N2CCN(CCCOc3ccc4c(c3)OCO4)CC2)cc1	3%&2%	-3%&3%	8%	?	-2%&-1%	.	-5%&0%	-4%
O=C1C=C(Nc2ccc(Cl)cc2)CC(c2ccccc2)C1 (stereo unspecified)	5%	5%	-24%	-5%	-1%	-2%	-2%	-6%
CCCCNC(=O)CSc1nnc(Cc2ccccc2)n1CC1CCCO1 (stereo unspecified)	7%	3%	9%	-1%	-2%	10%	7%	i
Cc1cc(C)cc(NC(=O)CCN2C(=O)c3ccccc3Sc3ncccc32)c1	-1%	0%	.	-9%	0%	.	.	.
O=C(NCCSCc1ccc(Cl)cc1)c1cccs1	-4%	-14%	7%	-15%	-1%	-3%	1%	15%
CC1=C(OC(=O)C(C)(C)C)C(C)(C)C(c2ccccc2)OC1=O (stereo unspecified)	3%	5%	-3%	-8%	-2%	?	-8%	i
Cc1cc(C)n2c(Nc3ccc4c(c3)OCCO4)c(-c3ccc(C)o3)nc2n1	0%	9%	-7%	?	-6%	.	1%	-16%
CN(C)CCNC(=O)c1cccc(NS(=O)(=O)c2ccc(Cl)c(Cl)c2)c1	3%	-1%	0%	2%	1%	1%	-6%	-4%
O=C(COC(=O)c1cc(NS(=O)(=O)c2cccs2)ccc1O)Nc1ccccc1	-6%	?	?	-15%	-2%	.	19%	i
CC(C)c1c(O)nc(SCCN2CCOCC2)[nH]c1=O	0%	-14%	3%	-21%	0%	-3%	10%	3%
O=c1c2c(ncn1CCO)nc1n2CCC1	5%	-6%	8%	-2%	-1%	3%	6%	-1%
CCN1C(=O)N(S(=O)(=O)C(F)(F)F)[C@@H](c2ccccc2)C(C(=O)OC)=C1C	6%[11.2 µM]	6%[11.6 µM]	-2%[11.4 µM]	-3%[11.5 µM]	0%[11.2 µM]	.	-3%[14.2 µM]	i[11.5 µM]
CCN(CC1COc2ccccc2O1)S(=O)(=O)c1ccc(C)cc1 (stereo unspecified)	0%	0%	4%	-15%	1%	21%	2%	-30%
CCOC(=O)C1CCN(C(c2ccc(C)cc2)c2c(O)cc(C)n(CCOC)c2=O)CC1 (stereo unspecified)	3%	-16%	.	?	0%	.	.	.
O=C(COC(=O)c1ccc(CNS(=O)(=O)c2ccc(F)c(Cl)c2)cc1)NCC1CCCCC1	-1%	-11%	0%	-1%	-30%	0%	-15%	-1%
CC(C)CN(CCNC(=O)c1cc(-c2ccc(Cl)s2)nc2ccccc12)CC(C)C	-2%	-7%	.	8%	0%	.	.	.
CCc1nnc(NC(=O)CSc2nnc3c(n2)[nH]c2ccccc23)s1	-7%	-4%	5%	?	-3%	1%	22%	-7%
NC(=O)c1ccc[n+]([C@@H]2OC(COP(=O)([O-])OP(=O)(O)OCC3OC(n4cnc5c(N)ncnc54)C(O)C3O)C(O)C2O)c1 (stereo partly specified)	-11%	-7%	-16%	-1%	0%	.	-3%	i
O=C(Nc1ccc(OC(=O)c2ccco2)cc1)c1ccco1	-1%	3%	-5%	-9%	-7%	-6%	10%	-4%
Cc1[nH]ccc(=O)c1OCc1c(F)cccc1Cl	-8%	-7%	6%	3%	-1%	9%	23%	i
CCN(Cc1ccccc1)Cc1c(O)ccc2c(=O)c(-c3ccccc3Cl)c(C(F)(F)F)oc12	2%	1%	.	-8%	0%	.	.	.
CCOC(=O)CC(=O)CSc1nc2ccccc2c(=O)n1CCc1ccc(S(N)(=O)=O)cc1	-4%	-7%	.	2%	-5%	.	.	.
CN(C)C(=O)CSc1nnc(Cc2ccccc2)n1CC1CCCO1 (stereo unspecified)	-3%	9%	4%	6%	3%	-7%	-7%	-4%
O=C(Nc1ccc(Cl)cc1Cl)c1cccc(N2C(=O)C=CC2=O)c1	-3%	-3%	-22%	?	-4%	1%	-5%	-11%
Cc1ccc(OCc2nc3c4c(ncn3n2)-c2ccccc2CC42CCCC2)cc1	-15%	-6%	?	-1%	2%	9%	3%	6%
CCOC(=O)C1CCCN(C(=O)Cn2ncc3c(C)n(Cc4ccc(F)cc4)c(C)c3c2=O)C1 (stereo unspecified)	-4%	-7%	.	-5%	-4%	.	.	.
CN(C)C(=O)N1CCC(C(=O)NCc2ccc3c(c2)OCO3)CC1	-17%	2%	5%	-7%	1%	.	3%	-6%
COc1c2c(nc3ccccc13)OC(C(C)(O)COC(C)=O)C2 (stereo unspecified)	-29%	-3%	-15%	-3%	1%	.	-20%	i
COc1ccc(CCNC(=O)CCN2N=C(c3ccccc3)CCC2=O)cc1OC	-8%	0%	.	-9%	-11%	.	.	.
CCN1CCCC1Cn1cnc2c([nH]c3cccc(Cl)c32)c1=O (stereo unspecified)	9%	-12%	?	-4%	1%	-4%	-2%	8%
COC(=O)COc1ccccc1C(N)=O	-1%	4%	-6%	3%	-6%	.	3%	-9%

Shown as comma-separated lines: 2 of the compounds above.
compound,TRb-SRC2 inh,Tau fibril FP,JMJD2E inh,Tau ThT inhib,TexasRed fluor,L3MBTL1 inh,RGS12 GoLoco inh,RECQ1 helicase
CS(=O)(=O)Nc1ccc(C(=O)NC2CCCCC2)cc1,3%,1%,-21%,5%,3%,2%,13%,-1%
CC(C)(C)N(Cc1ccccc1)C(=O)CSc1nc2ccccc2c(=O)[nH]1,-7%,13%,-6%,?,-2%,.,2%,12%

Other compounds.
SMILES	TRb-SRC2 inh	Tau fibril FP	JMJD2E inh	Tau ThT inhib	TexasRed fluor	L3MBTL1 inh	RGS12 GoLoco inh	RECQ1 helicase
C=CCn1c(NCCO)nc2c1c(=O)n(C)c(=O)n2C	2%	3%	-5%	3%	-2%	4%	9%	-5%
COc1ccc(-c2cc(=Nc3c(C)n(C)n(-c4ccccc4)c3=O)c3ccccc3o2)cc1	-4%	-13%	?	?	-2%	.	-1%	-4%
CCOC(=O)N/N=C1/C[C@@H](O)[C@@H](O)[C@@H]2[C@H]3C(=O)N(c4ccc(F)cc4F)C(=O)[C@@H]3CC[C@@H]12	6%[11.2 µM]	-9%[11.6 µM]	.	-7%[11.5 µM]	-23%[11.2 µM]	.	.	i[11.5 µM]
Cc1sc(NC(=O)c2ccco2)c(C(c2cccnc2)N2CCN(c3ccc(F)cc3)CC2)c1C (stereo unspecified)	-7%	-3%	?	?	0%	-14%	1%	40µM*
CCc1ccccc1NC(=O)c1ccc(-n2c(C)ccc2C)cc1	4%	-1%	4%	?	-1%	2%	22%	-2%
Cc1cccc(C)c1NC(=O)C1CCCN(S(=O)(=O)c2c(C)noc2/C=C/N(C)C)C1 (stereo unspecified)	6%	-3%	.	?	-1%	.	.	.
Cc1cc(Br)ccc1SCC(=O)OCC(=O)Nc1ncc(C(F)(F)F)cc1Cl	-4%	-5%	-29%	-6%	0%	14%	24%	-9%
COCCNC(=O)C(=O)N/N=C(\C)CC(=O)Nc1ccc(Cl)cc1Cl	-3%	-5%	-2%	?	-1%	4%	-2%	-7%
O=C(Cn1c(-c2ccccc2)c[n+]2ccsc12)c1ccc(Br)cc1	-2%	-1%	8%	-5%	0%	-4%	7%	-1%
Cc1ccc2c(c1)c1c(n2CC(O)Cn2c(C)nc3ccccc32)C(=O)CCC1 (stereo unspecified)	-23%	0%	?	-7%	1%	-3%	-3%	i
Cc1ccc(NC(=O)CCN2C(=O)CSC2=O)c(C)c1	-2%	-5%	-3%	-6%	-3%	-3%	8%	i
CCOC(=O)c1ccc(CNC(=O)Cn2nnc(-c3ccc(C)cc3)n2)o1	-10%	3%	0%	-3%	-3%	-3%	0%	i

Only part of the results is shown (hit frequency here may not be typical).
